Screens as filed in PubChem BioAssay.
aSyn tox rescue: alpha-synuclein toxicity suppression in yeast; Potency, µM (doses to about 46.1 µM), for inactives: at the top dose growth rescue (activation), usual class: activators; actives 0.02% (n = 94,000); S. cerevisiae alpha-synuclein toxicity rescue, BacTiter-Glo growth, 24 h; active = well fitted activation curve with a large enough effect; inconclusive = small, poorly fitted or top-dose-only effect; also: 0% is about no effect
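Growth restoration measured by BacTiter-Glo luminescence after 24 hr at 30 deg C; alpha-synuclein yeast, raffinose-pregrown to mid-log, were added at OD600=0.02 in galactose medium onto pinned compounds.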
The depositor's hits bear a star; ? = inconclusive; [ ] = another dose, or the depositor's remark. Potency is read from the fitted curve at half-maximal effect. This is a subset; rates above refer to the full screens.

SMILES	aSyn tox rescue
O=C(c1cccc(F)c1)N1CCCN(C(=O)c2cccc(F)c2)CC1	10%
Cn1cccc1C(=O)NCCc1ccccc1	6%
COc1cccc(CN2C(=O)CN(C3CCCCC3)C(=O)C2c2ccc(OC(C)C)c(OC)c2)c1 (configuration not stated)	-4%
Cc1cccc(NC(=O)CSc2nc3c(oc4ccccc43)c(=O)n2-c2ccc(F)cc2)c1	4%
Cc1cccc(CNC(=O)CS(=O)(=O)c2cccc3nsnc23)c1	8%
CCOC(=O)c1c(C)[nH]c(C(=O)OCC(=O)c2ccc(OC)cc2OC)c1C	-45%[inhibitor]
CCc1cccc2c(-c3ccccc3)nc(SCC(=O)Nc3ccccc3OC)nc12	-8%
COc1ccc(S(=O)(=O)N2CCOC2CNC(=O)C(=O)NCc2ccc3c(c2)OCO3)cc1C (configuration not stated)	1%
Cc1ccc(-n2c(=O)c(C#N)cc3c(=O)n4ccccc4nc32)cc1	6%
O=C(CC(c1ccccc1)c1ccccc1)NCC(O)c1ccc([N+](=O)[O-])cc1 (configuration not stated)	14%
Cc1ccc2[nH]c(CSc3nnc(NC(=O)COc4ccccc4)s3)cc(=O)c2c1	-10%
CC(=O)N1CCc2cc(S(=O)(=O)NC(CC(C)C)C(=O)NCCc3ccc(C)cc3)ccc21 (configuration not stated)	-7%
Cc1cc(OC(C)C(=O)Nc2c(C(=O)c3ccc(F)cc3)oc3ccccc23)ccc1Cl (configuration not stated)	1%
Cn1cc([C@@H]2C[C@H]3CN(Cc4cccc(Cl)c4)C(=O)[C@]34CCCN24)c(-c2ccccc2)n1	11%
CN(C)NC1=CC(=[N+]2CCCC2)CC(C)(C)C1	0%
C=CCNC(=S)NNc1nc(Nc2ccccc2)nc(N2CCCCC2)n1	-8%
CC(C1CC2CCC1C2)n1c(-c2ccco2)n[nH]c1=S (configuration not stated)	13%
Cc1ccc2nsnc2c1NC(=S)NC(=O)c1ccco1	3%
COc1ccc(C)cc1NC(=O)Cn1c(=O)c(C(F)(F)F)nc2ccccc21	8%
COc1cc(S(=O)(=O)NCc2ccncc2)c(OC)cc1C	9%
Cc1cc(N2CCCCC2)nc2ccc(NC(=O)/C=C/c3ccc(OC(C)C)cc3)cc12	-23%
CCN1C(=O)c2ccccc2Sc2ccc(NC(=O)Nc3ccc(Br)c(C)c3)cc21	-3%
CC(C)Cc1nn2c(=O)cc(COC(=O)c3ccccc3NC(=O)C3CCCCC3)nc2s1	-10%
COc1ccc(-c2ccc3[nH]c4c(c3c2)CCN2C[C@@H]([C@H](C)O)[C@@H](N(C)C(=O)Nc3cc(Cl)cc(Cl)c3)C[C@@H]42)cc1	-48%[inhibitor]
CSc1ccc(CCNC(=O)Cn2ncc3c(=O)oc4ccc(C)cc4c32)cc1	-2%
CCCN(C(=O)CSc1nnc(-c2ccncc2)n1CCC)c1c(N)n(Cc2ccccc2)c(=O)[nH]c1=O	7%
COC(=O)c1ccc(Cl)cc1NC(=O)N1CC(C)Oc2ccccc21 (configuration not stated)	-5%
COCOCCn1cc(CN2CCS(=O)(=O)N(Cc3ccc(-c4ccc(Cl)nc4)cc3)C(C(C)C)C2=O)nn1 (configuration not stated)	-9%
O=C(NCc1ccc(Cl)cc1)c1cc(=O)[nH]c2ccc(S(=O)(=O)N3CCOCC3)cc12	3%
COc1cccc(CNC(=O)c2cc3c(=O)n(C)c4ccccc4c3n2C)c1	-3%
O=C(CSc1ccc2c(c1)OCCO2)Nc1ccccc1	-4%
O=C(Cn1nc2ccccc2n1)N/N=C/c1ccc(F)cc1	-3%
COc1ccc(C(=O)N2CCC(c3nc4ccccc4s3)CC2)cc1Cl	4%
Cc1ccccc1NC(=S)/C(=C(\[O-])c1cc(C)n(Cc2ccccc2Cl)c1C)[n+]1ccccc1	10%
COc1ccc(OC)c(CN2CCC(CNC(=O)Nc3cccc(Cl)c3)CC2)c1	13%
CC(C)(Oc1ccc(Cl)cc1)C(=O)Nc1cccc(-c2cn3cccnc3n2)c1	-16%
Cc1cccc(-c2noc(CCC(=O)NC3CCCC3)n2)c1	7%
Cc1nc(C)c(N)c(=O)[nH]1	-5%
CN(C(=O)c1cc(-c2ccc3c(c2)OCO3)on1)c1ccccc1	8%
Cc1csc2ncc(C(=O)NCCC(c3ccccc3)c3ccccc3)c(=O)n12	-6%
COC(=O)CC1Oc2ccc(C)cc2-n2cc(-c3ccc(C)cc3)nc21 (configuration not stated)	-6%
CCc1ccc(NC(=O)CSc2nc3ccccc3c(=O)n2CCNC(C)=O)cc1	-6%
Cc1ccc(-n2ncc(C(=O)NCCN3CCc4ccccc4C3)c2C2CCNCC2)cc1C	-7%
CCOC(=O)c1cc2c(=O)n3ccccc3nc2n(CC2CCCO2)c1=NC(=O)c1ccc(C(C)(C)C)cc1 (configuration not stated)	1%
CCOc1ccc(NCc2cccn2-c2nnc(N3CCC(C(=O)NCc4ccccc4Cl)CC3)s2)cc1	1%
O=C(NCc1ccccc1)c1ccc2c(c1)CCN2S(=O)(=O)c1ccc(Cl)cc1	9%
O=[N+]([O-])/C(C(=C(Cl)Cl)N1CCN(Cc2ccccc2)CC1)=C1\NCCN1Cc1ccc(Cl)nc1	11%
CN(C)CCN(Cc1cc2cc3c(cc2[nH]c1=O)OCO3)C(=S)NCc1ccco1	-5%
CCCn1c2ccccc2c2cnn(CC(=O)NCC3CCN(Cc4ccc(F)cc4)CC3)c(=O)c21	4%
CCCCC1(C)OC(=O)C(=Cc2ccc(-c3ccc(Cl)c(C(=O)O)c3)o2)C(=O)O1 (configuration not stated)	5%
COc1ccc(-c2noc(N3CCN(c4cccc(C)c4C)CC3)n2)cc1OC	8%
CC(C)(C)C1CCc2c(sc3nc(-c4cc5cc(Br)ccc5oc4=O)[nH]c(=O)c23)C1 (configuration not stated)	14%
CC(CNC(=O)CN1C(=O)c2cccnc2Oc2ccc(Cl)cc21)c1ccccc1 (configuration not stated)	6%
CCOC(=O)c1ccccc1NC(=O)CN(c1ccccc1)S(=O)(=O)c1ccc(OCC)cc1	8%
O=C(Cn1c(=O)n(Cc2ccc(C(=O)NCc3ccc4c(c3)OCO4)cc2)c(=O)c2ccccc21)Nc1ccc(F)cc1F	6%
CC(=O)NNC(=O)CCn1nnc2ccccc21	6%
COc1ccc(NC(C)=O)cc1NS(=O)(=O)c1cn(C)c(=O)n(C)c1=O	-2%
CNC(=S)N1CCn2cccc2C1c1cc(OC)c(OC)c(OC)c1 (configuration not stated)	-1%
CCc1ccc(N2CC(C(=O)N3CCN(c4ccc([N+](=O)[O-])cc4)CC3)CC2=O)cc1 (configuration not stated)	-1%
CN(C(=O)COc1ccccc1)c1nnc(C23CC4CC(CC(C4)C2)C3)s1	-3%
Next records:
SMILES	aSyn tox rescue
Cc1ccc(-c2cn(S(=O)(=O)c3cccc([N+](=O)[O-])c3)nc2N)cc1	-4%
Cc1cccc(NC(=O)CSc2nc(=O)n(CCN3CCOCC3)c3c2CCC3)c1C	1%
CC(C)NC(=O)c1ccc(Cn2c(SCc3ccc(F)cc3)nc3cccnc32)cc1	-7%
Cc1nnc(SCC(=O)O)s1	3%
CC(=O)Nc1cccc(C(=O)NCc2ccc3c(c2)CCN3C(C)=O)c1	-7%
Cc1ccc(N2CC(C(=O)NCCN3CCOCC3)CC2=O)cc1 (configuration not stated)	-3%
CCc1ccc(N(CC(=O)NCC2CCCO2)C(=O)CCC(=O)Nc2nccs2)cc1 (configuration not stated)	-2%
Cn1nc(C(=O)N2CCN(c3ccccc3F)CC2)c2c1-c1ccccc1SC2	3%
Cc1nc2sc(C(=O)N(C)c3ccccc3)c(NC(=O)c3ccccc3Cl)c2c(C)c1C	10%
O=C(O)c1c2c(nc3ccc(S(=O)(=O)N4CCC(C(=O)NCc5ccc(Cl)cc5)CC4)cc13)CCCC2	-2%
O=C(NCc1ccccc1)c1cnc(Cl)c(Cl)c1	-7%
O=C(CS(=O)(=O)c1nc(-c2ccc(Cl)cc2)cn1-c1ccccc1)Nc1ccc(F)cc1F	14%
Cc1ccccc1-c1nc2ccccc2c(=O)o1	3%
COc1cc(OC)cc(-c2nc3nc(C)c(CCC(=O)Nc4ccccc4)c(C)n3n2)c1	2%
CCOc1ccc(N2C(=O)CC(N(CCc3ccccc3)C(=O)/C=C/C(=O)O)C2=O)cc1 (configuration not stated)	4%
COCCNC(=O)Cn1cnc([N+](=O)[O-])n1	-2%
Cc1ccc(C(OC(=O)c2ccco2)C(=O)NC2CCCC2)cc1 (configuration not stated)	7%
CCN(CC)CCn1c(NC(=O)c2ccc(C(F)(F)F)cc2)nc2ccccc21	-13%
O=C(c1cc2ccc3cccnc3c2[nH]1)N1CCN(c2ccc(Cl)cc2)CC1	?
CCOc1ccc(OCC(=O)NCCS(=O)(=O)N2CCN(c3ccccc3)CC2)cc1	-9%
CCOc1ccc(-c2cc3nc(C4CCN(C(=O)OC(C)(C)C)CC4)c(C(=O)Nc4cccc(CC)c4)cn3n2)cc1	5%
O=C(COC(=O)C1CCN(C(=O)Nc2ccccc2)CC1)NCC(F)(F)F	10%
COc1cc2ccccc2cc1C(=O)Nc1ccc(Cl)c(-c2nc3ccccc3o2)c1	-10%
O=S(=O)(NCCC1=CCCCC1)c1ccccc1Br	8%
COCCCN(C(=O)c1cc2c(s1)CCCCC2)c1c(N)n(Cc2ccccc2)c(=O)[nH]c1=O	-8%
Cc1cc(C)c2c(=O)cc(C(=O)Nc3sc4c(c3C(=O)NCC3CCCO3)CCCC4)oc2c1 (configuration not stated)	4%
CC(C)c1csc(CN2CCC(C(=O)Nc3cccc(-c4ccco4)c3)CC2)n1	0%
COC(=O)c1ccccc1NC(=O)Cn1c(=O)n(CCC(=O)NCc2ccccc2OC)c(=O)c2ccccc21	-11%
O=C(COC(=O)c1ccc2c(c1)C(=O)N(Cc1ccco1)C2=O)NCC(F)(F)F	-3%
COc1ccc(CCNC(=O)C(=O)NCC(c2ccc3c(c2)OCO3)N2CCOCC2)cc1 (configuration not stated)	0%
CCOc1ccc(S(=O)(=O)c2cn(C)c3ccccc3c2=O)cc1	8%
Cc1nn(-c2ccccc2)c(C)c1NC(=O)COC(=O)c1cc(Cl)ccc1O	-9%
Cc1csc2c(=O)n(CCO)c(=O)[nH]c12	0%
Cc1cccc(NC(=O)c2ccc3oc(=O)c(S(=O)(=O)c4ccc(F)cc4)cc3c2)c1C	-8%
COc1ccc(C(=O)Nc2ccc(NC(=O)C3CC3)nc2)cc1	6%
O=C(NCc1ccc2c(c1)OCO2)C1CC(=O)N(CCc2ccc(F)cc2)C1 (configuration not stated)	8%
Cc1csc(=O)n1CC(=O)OCC(=O)NCc1ccc(Cl)cc1Cl	1%
Cc1nc2scc(-c3cccs3)c2c(=O)n1N	4%
Cc1ccccc1NC(=O)Cc1nc(COC(=O)CSc2ccc(F)cc2)cs1	2%
CC(=O)N1CCc2cc(CNS(=O)(=O)c3ccccc3C(F)(F)F)ccc21	4%
CC(=O)NC1=NC(=O)/C(=C/c2cc(C)n(-c3cccc(C(=O)O)c3)c2C)S1	0%
C[C@@H](C(=O)NCCCCCC(=O)O)n1nnc2ccccc2c1=O	-7%
Cc1ccc(S(=O)(=O)c2cn(C)c3cc(N4CCCC(C)C4)c(F)cc3c2=O)c(C)c1 (configuration not stated)	0%
Nc1c(C(=O)Nc2ccccc2Cl)c2ccccn2c1C(=O)c1ccc(Cl)cc1	3%
Cc1ccc(CNC(=O)C(=O)NCC2OCCN2C(=O)c2ccc(Cl)cc2)cc1 (configuration not stated)	2%
CC(NC(=O)NNC(=O)c1ccncc1)(C(F)(F)F)C(F)(F)F	-8%
Cc1c(Cl)cccc1NC(=O)CSc1nc(=O)[nH]c2c1CCC2	0%
N#C/C(=N\Nc1ccc(Cl)cc1)C(N)=S	-21%
CCOC(=O)N1CCN(c2nc(-c3cccs3)nc3ccccc23)CC1	-14%
CCOC(=O)c1cccc(NC(=O)CSc2cc(=O)n(C)c3ccccc23)c1	3%
CC(C)(C)c1ccc(OCc2cc(=O)n3c4c(sc3n2)CCCC4)cc1	4%
